Screening data deposited in PubChem by National Center for Advancing Translational Sciences (NCATS).
AmpC no deterg: qHTS Inhibitors of AmpC Beta-Lactamase (assay without detergent). P00811. AmpC nitrocefin hydrolysis, absorbance 480 nm, 0.0001% Triton. Potency, µM (highest dose often 57.1 µM), for inactives: at the top dose activity change, negative = inhibition, hits mostly inhibitors. 330,000 tested, 0.52% active;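 note: potency is the fitted concentration of half-maximal effect; plate controls were no compound for no effect and no enzyme for full effect; nearly all actives have a fitted effect of over 20% in size; some results filed as inactive show a strong effect at the top dose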
Target sequence (P00811 whole entry, looked up): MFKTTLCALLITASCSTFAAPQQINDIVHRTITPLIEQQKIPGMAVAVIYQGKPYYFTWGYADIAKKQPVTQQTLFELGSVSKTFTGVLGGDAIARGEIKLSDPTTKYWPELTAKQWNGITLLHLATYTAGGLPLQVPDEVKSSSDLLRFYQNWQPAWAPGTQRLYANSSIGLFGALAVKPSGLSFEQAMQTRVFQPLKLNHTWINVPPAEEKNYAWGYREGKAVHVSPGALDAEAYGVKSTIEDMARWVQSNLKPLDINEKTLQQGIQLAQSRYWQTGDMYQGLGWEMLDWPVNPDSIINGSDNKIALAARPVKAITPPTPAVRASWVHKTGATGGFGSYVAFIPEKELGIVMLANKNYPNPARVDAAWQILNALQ
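20 mM phosphate pH 7.0 + 0.01% (detergent screen) or 0.0001% Triton X-100; 5.3 nM AmpC reagent; cpd preinc 15 min RT; nitrocefin (800 uM stock) to start; A480 q20 s × 4 min; Activity was normalised to no-enzyme and no-compound control wells.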
Sm TGR inh: qHTS Assay for the Inhibitors of Schistosoma Mansoni Peroxiredoxins; AID 485364, 2010; 360,000 tested, 3% active; Potency, µM (titrated, usually from 114 µM), for the others: top-dose activity change, negative = inhibition, most hits filed as inhibitors; Schistosoma mansoni thioredoxin glutathione reductase (TGR), Q962Y6; purified TGR, DTNB reduction, TNB absorbance 405 nm; note: potency is the fitted concentration of half-maximal effect; nearly all actives have a fitted effect of over 60% in size
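Kinetic colorimetric format: TGR-catalysed, NADPH-driven DTNB reduction monitored via TNB absorbance. Enzyme dispensed at 20 nM; compound exposure 15 min at room temperature before reaction start.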
AMA1-RON2 inh: qHTS for Inhibitors of AMA1-RON; Towards Development of Antimalarial Drug Lead: Primary Screen; AID 720542, 2013; 360,000 tested, 0.2% active; Plasmodium falciparum AMA1 (3D7) - RON2 peptide interaction; Potency, µM (doses to about 58.2 µM), for inactives: top-dose activity change, negative = inhibition, actives largely listed as inhibitors; AlphaScreen AMA1-biotinylated RON2 peptide binding;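 note: potency is the fitted concentration of half-maximal effect; 0% = vehicle wells and -100% = peptide control; nearly all actives have a fitted effect of over 45% in size; some results filed as inactive show a strong effect at the top dose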
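AMA1 (3D7) with his tag at 25 nM final met compounds first, then biotinylated RON2 peptide at 25 nM; detection used donor plus acceptor beads, 10 µg/mL apiece, read by AlphaScreen after 30 min at room temperature.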
AmpC inh detg: qHTS Inhibitors of AmpC Beta-Lactamase (assay with detergent); P00811; AmpC hydrolysis of nitrocefin, absorbance 480 nm, 0.01% Triton; Potency, µM (doses to about 114 µM), for inactives: at the highest dose activity change, negative = inhibition, most hits filed as inhibitors; 370,000 tested, 0.041% active; AID 485294, 2010;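 note: potency is the fitted concentration of half-maximal effect; 0% = no-compound wells and -100% = no-enzyme wells; nearly all actives have a fitted effect of over 25% in size; some results filed as inactive show a strong effect at the top dose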
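20 mM phosphate pH 7.0 + 0.01% (detergent screen) or 0.0001% Triton X-100; 5.3 nM AmpC reagent; cpd preinc 15 min RT; nitrocefin (800 uM stock) to start; A480 q20 s × 4 min; Activity was normalised to no-enzyme and no-compound control wells.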
LmPK inhibitor: qHTS Assay for Inhibitors of Leishmania Mexicana Pyruvate Kinase (LmPK) | purified LmPK, Kinase-Glo ATP luminescence, 1 h | 290,000 tested, 0.37% active | Q27686 | Potency, µM (highest dose often 57.5 µM), inactives show at the highest dose activity change, negative = inhibition, usual class: inhibitors | AID 1721, 2009; note: potency is the fitted concentration of half-maximal effect
Target sequence (Q27686 whole entry, looked up): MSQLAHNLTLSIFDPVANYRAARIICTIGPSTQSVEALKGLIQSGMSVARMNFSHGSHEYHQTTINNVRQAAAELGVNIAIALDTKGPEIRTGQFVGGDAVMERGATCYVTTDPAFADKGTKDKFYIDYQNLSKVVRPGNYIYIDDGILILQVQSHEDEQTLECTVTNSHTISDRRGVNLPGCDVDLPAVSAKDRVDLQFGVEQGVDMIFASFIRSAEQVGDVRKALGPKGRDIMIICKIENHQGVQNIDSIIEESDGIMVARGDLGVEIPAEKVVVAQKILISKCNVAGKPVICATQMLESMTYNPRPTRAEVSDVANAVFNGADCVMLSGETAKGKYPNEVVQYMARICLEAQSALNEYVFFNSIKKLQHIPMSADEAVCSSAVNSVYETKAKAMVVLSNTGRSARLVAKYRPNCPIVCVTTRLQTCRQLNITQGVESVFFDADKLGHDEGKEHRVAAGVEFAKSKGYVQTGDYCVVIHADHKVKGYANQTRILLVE
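In 50 mM imidazole pH 7.2 with 7 mM MgCl2, LmPK (0.1 nM) turned over PEP (0.5 mM) and ADP (0.1 mM) for 1 h at room temperature. Luciferase read-out of ATP.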
TbPYK inhibitor: qHTS of Trypanosoma Brucei Inhibitors | 410,000 tested, 0.12% active | pyruvate kinase (Trypanosoma brucei), Q57TT1 | TbPYK enzyme, Kinase-Glo Plus ATP luminescence, 45 min | Potency, µM (series often up to 76.8 µM), inactives show top-dose activity, negative = inhibition, actives largely listed as inhibitors; note: potency is the fitted concentration of half-maximal effect; nearly all actives have a fitted effect of over 50% in size
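Screened from lowest to highest concentration, compounds were pinned into TbPYK/substrate mixtures, and ADP (130 uM final) was added. Plates sat at room temperature for 45 min prior to Kinase-Glo Plus detection by luminescence.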
HCMV inh: qHTS Assay for inhibitors of the human cytomegalovirus (HCMV) | activity change, negative = inhibition, % at 57.5 µM | 410,000 tested, 4.5% active | AID 1259415, 2018 | HFF cells, HCMV-luciferase reporter, 72 h; active compounds read low; in the data active = activity change below about -60%; inconclusive = no clear call, values can overlap the other calls; inactive = above about -39%
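Screen run at 2 compound doses on HFFs infected with reporter HCMV, MOI 1 PFU/cell. Luciferase activity from cell lysates at 72 h post infection gave inhibition relative to buffer-only and Salinomycin wells.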
The depositor's hits bear a star; ? = inconclusive; . = no result given; & = joins results of further samples; [ ] = dose if it differs, or a comment. Unless noted, calls come from the whole dose curve; as a rule, active = well fitted curve in the direction sought with a large enough effect; inconclusive = small, poorly fitted or top-dose-only effect, or another doubt; inactive = no such curve, though single readings can be large; an effect the other way counts as inactive or inconclusive. Unless noted, % is set by controls: 0 for no effect and ±100 for the full control effect. The order is random. About 7.4% of those tested had a hit in this group.

1. O=C(Nc1nccs1)c1cc2c(s1)CCCCC2
2. COc1cc(C2CC(=O)N(CC(=O)NCc3ccco3)c3ccccc3S2)cc(OC)c1OC (centres undefined)
3. N[C@@H](Cc1ccc(O)c(O)c1)C(=O)O
4. Cc1nc(C)c(C(=O)N2CCCC(CCC(=O)NCc3ccc(F)c(F)c3)C2)s1 (centres undefined)
5. CCCCOc1ccc(C(=O)Nc2ccc(S(=O)(=O)Nc3nc(C)cc(C)n3)cc2)cc1
6. Cc1cc(C)nc(N/N=C/c2cn[nH]c2-c2ccccc2)n1
7. Clc1ccc(OCCCCN2CCCCC2)cc1
8. CN(C)CCCN(C(=O)COc1ccc(Cl)cc1)c1nc2cc3c(cc2s1)OCCO3
assay / compound	1	2	3	4	5	6	7	8
AmpC no deterg	-56%	70%[activator]	.	16%	.	-17%	-15%	?
Sm TGR inh	-14%	-35%	.	5%	5%	-2%	6%	5%
AMA1-RON2 inh	-9%	0%	?	6%	.	94%[activator]	-1%	-16%
AmpC inh detg	-1%	0%	.	6%	1%	0%	-2%	?
LmPK inhibitor	14µM*	2%	.	-2%	.	-13%	-1%	.
TbPYK inhibitor	-22%	-5%	0%&-1%	3%	4%	3%	6%	-3%
HCMV inh	-64*	10	?	-5	-11	-20	.	2

9. CC(C)c1ccc([C@@H]2O[C@H](CCc3ccccc3)Cc3[nH][nH]c(=O)c32)cc1
10. O=C(Cc1cccc(NC(=O)C2CCCN(C(=O)CCc3ccccc3)C2)c1)Nc1cccc(C(=O)N2CCCCC2)c1 (centres undefined)
11. O=C(Cc1ccccc1)Nc1ccc(NC(=O)c2ccccc2)nc1
12. CCc1sc(Nc2cccc(C)c2)nc1-c1cc2cccc(OC)c2oc1=O
13. CCOc1ccc(S(=O)(=O)N2CCCCC2)cc1NC(=O)CN1C(=O)NC(C)(c2ccccc2)C1=O (centres undefined)
14. Cc1ccc(C(=O)NC2CCSC2=O)cc1 (centres undefined)
15. CCOC(=O)c1cnn(-c2nc(-c3ccc(C)cc3)cs2)c1C(F)(F)F
16. COCCCNC(=O)C[C@H]1C[C@H](C(=O)N2CCOCC2)[C@@]2(C)c3[nH]c4cc(CCC(=O)N(C)C)ccc4c3CCN2C1=O
assay / compound	9	10	11	12	13	14	15	16
AmpC no deterg	.	.	-32%	.	5%	-18%	-20%	9%
Sm TGR inh	.	.	6%	14%	-1%	5%	8%	.
AMA1-RON2 inh	96%[activator]	-6%	7%	.	3%	0%	48%[activator]	0%
AmpC inh detg	.	.	-3%	10%	-16%	-11%	-6%	.
LmPK inhibitor	.	.	8%	.	.	2%	4%	.
TbPYK inhibitor	-5%	-3%	-11%	3%	-2%	-15%	-6%	0%
HCMV inh	-11	-29	-17	-9	?	1	76	24

17. O=C(Nc1ccc(OC(F)(F)F)cc1)N1CCc2nc(NCc3cccc(Oc4ccccc4)c3)ncc2C1
18. Cc1cc(C)c(NC(=O)CNC(=O)COC(=O)Cc2cccs2)c(C)c1
19. COCCNC(=O)c1cc(-c2ccc3c(c2)OCO3)on1
20. Cc1ccc(-n2nc3ccc(NC(=O)Cc4ccc(Cl)cc4)cc3n2)cc1
21. O=C1CC(NCc2ccco2)C(=O)N1CCc1ccccc1 (centres undefined)
22. Cn1c(=O)c(=O)n(C)c2cc(S(=O)(=O)N3CCN(c4cccc(C(F)(F)F)c4)CC3)ccc21
23. CC1(c2nnc(-c3cccc(Cl)c3)o2)CC(c2cccnc2)=NO1 (centres undefined)
24. O=Cc1c(N2CCSCC2)nc2ccccn2c1=O
assay / compound	17	18	19	20	21	22	23	24
AmpC no deterg	.	-12%	-11%	.	-2%	-19%	.	-7%
Sm TGR inh	.	3%	0%	3%	-10%	0%	.	0%
AMA1-RON2 inh	5%	-12%	-5%	.	-1%	2%	-4%	14%
AmpC inh detg	.	0%	-14%	0%	-7%	-6%	.	-1%
LmPK inhibitor	.	.	-13%	.	-2%	4%	.	-3%
TbPYK inhibitor	1%	3%	-4%	-1%	1%	-1%	-5%	1%
HCMV inh	-92*	8	121	-8	42	.	3	13

25. CCOc1cc(C=NNC(=O)c2cccc(S(=O)(=O)N3CCCC3)c2)ccc1O
26. Cc1cccc(C)c1NC(=S)N(CCN(C)C)C(C)c1ccccn1 (centres undefined)
27. CN(C)S(=O)(=O)c1ccc(N2CCCC2=O)c([N+](=O)[O-])c1
28. O=C(NCCO)c1cc2cc(Cl)cc(Cl)c2oc1=O
29. CCOc1ccc(CCNC(=O)c2cc3c(-c4ccccc4F)nn(C)c3s2)cc1OCC
30. CCc1cc2c(Sc3nc4ccccc4s3)ncnc2s1
31. COc1ccc(OC)c(CCNC(=O)Cn2sc3nc(C)cc(C)c3c2=O)c1
32. Cc1ncc(CO)c(/C=N/NC(=S)Nc2ccc(F)cc2)c1O
assay / compound	25	26	27	28	29	30	31	32
AmpC no deterg	-33%	-13%	-11%	-12%	.	-12%	?	-33%
Sm TGR inh	.	10%	4%	17%	-1%	2%	?	-22%
AMA1-RON2 inh	77%[activator]	50%[activator]	-5%	-2%	.	-18%	.	25%[11.6 µM]
AmpC inh detg	.	0%	-16%	4%	2%	?	50µM*	?
LmPK inhibitor	.	-5%[11.5 µM]	-5%	3%	.	-5%	-1%	2%
TbPYK inhibitor	1%	-4%	1%	-19%	2%	-15%	.	?
HCMV inh	0	?	-23	36	-65*	39	.	-12

33. CCOC(=O)N1CCN(S(=O)(=O)N2CCCC(C(=O)NCc3ccccc3OC)C2)CC1 (centres undefined)
34. CC(=O)c1cccc(NC(=O)c2sc3nc4n(c(=O)c3c2C)CCCCC4)c1
35. CN(C)/C=C(/C(=O)c1ccc(Cl)cc1)S(=O)(=O)c1ccc(Cl)cc1
36. O=C(CSc1nc2ccccc2c(=O)n1-c1ccc(OC(F)F)cc1)NCc1cccs1
37. COc1ccc(C)cc1NS(=O)(=O)c1ccc2c(c1)n(C)c(=O)n2C
38. CCOC(=O)C1CCN(C(C(=O)NC2CCCC2)c2ccc(C)cc2)CC1 (centres undefined)
39. COC(=O)c1ccccc1NC(=O)c1ccc(-c2cccc(Cl)c2)o1
40. CCN1CCN(CC(O)COc2ccc(C)c(C)c2)CC1 (centres undefined)
assay / compound	33	34	35	36	37	38	39	40
AmpC no deterg	63%[activator]	54%	-34%	-22%	57%	85%[activator]	-13%	-18%
Sm TGR inh	0%&4%	8%	3%	-3%	4%	3%	-5%	20%[11.4 µM]
AMA1-RON2 inh	-5%	2%	-8%	4%[11.6 µM]	1%	2%	2%	-17%&0%
AmpC inh detg	0%&-2%	-4%	-18%	1%	-3%&16%	?	?	-10%
LmPK inhibitor	-2%	-1%	1%	6%	1%	1%	-3%	11%
TbPYK inhibitor	-5%&1%	1%	0%	-15%	1%&5%	-4%	-3%	32%&4%
HCMV inh	14&-25	-13	2	-31	-6&5	-36	11	-22&13

41. COc1ccc(NC(=O)c2ccccc2C)cc1
42. O=S1(=O)CCN2C=Nc3sc4c(c3C2=N1)CCCC4
43. CSc1ccccc1OCc1cc(C(=O)NC2CCOC2)no1 (centres undefined)
44. COc1ccccc1NC(=O)CSc1nc2sc(C)c(C)c2c(=O)n1C
45. Cc1ccc(CNC(=O)CN(c2ccc(C(C)C)cc2)S(=O)(=O)c2c(C)n[nH]c2C)cc1
46. CCN(C(=O)COC(=O)c1c2c(nc3ccccc13)CCC2)c1c(N)n(Cc2ccccc2)c(=O)[nH]c1=O
47. Cc1ccc(-c2c3c(=O)n(C)c(=O)n(C)c3cn2-n2cnnc2)cc1
48. COc1ccc(-n2nc(C(=O)NCC(=O)NCCC3=CCCCC3)c3ccccc3c2=O)cc1OC
assay / compound	41	42	43	44	45	46	47	48
AmpC no deterg	-19%	2%	-16%	-12%	.	.	-12%	112%[activator]
Sm TGR inh	-9%	13%	-21%	-2%	-10%	.	40µM*	-19%
AMA1-RON2 inh	-6%	11%	-16%	9%	.	-8%	-4%	2%
AmpC inh detg	-14%	-7%	-6%	-15%	-6%	.	-2%	-1%
LmPK inhibitor	1%	3%	-4%	-5%	.	.	-1%	-5%
TbPYK inhibitor	-13%	-3%	14%	1%	-4%	-3%	0%	7%
HCMV inh	84	12	-16	10	-23	?	162	-7

Continued, overlapping the part above by four compounds.
45. Cc1ccc(CNC(=O)CN(c2ccc(C(C)C)cc2)S(=O)(=O)c2c(C)n[nH]c2C)cc1
46. CCN(C(=O)COC(=O)c1c2c(nc3ccccc13)CCC2)c1c(N)n(Cc2ccccc2)c(=O)[nH]c1=O
47. Cc1ccc(-c2c3c(=O)n(C)c(=O)n(C)c3cn2-n2cnnc2)cc1
48. COc1ccc(-n2nc(C(=O)NCC(=O)NCCC3=CCCCC3)c3ccccc3c2=O)cc1OC
49. COc1ccc2c(c1)OCC(O)(c1ccccc1)C2=O (centres undefined)
50. COc1ccc2oc(=O)cc(CN3CCN(c4ccccc4F)CC3)c2c1
51. CC(=O)OCC(=O)NCCCOc1cccc(CN2CCCCC2)c1
52. Cc1ccc(-n2nc3c(=O)n(CC(=O)NC(C)CCc4ccccc4)nc(C)c3c2C)cc1 (centres undefined)
assay / compound	45	46	47	48	49	50	51	52
AmpC no deterg	.	.	-12%	112%[activator]	.	.	.	-11%
Sm TGR inh	-10%	.	40µM*	-19%	.	1%	.	0%
AMA1-RON2 inh	.	-8%	-4%	2%	-11%	.	-16%	3%
AmpC inh detg	-6%	.	-2%	-1%	.	21%	.	-10%
LmPK inhibitor	.	.	-1%	-5%	.	.	.	-16%
TbPYK inhibitor	-4%	-3%	0%	7%	3%	-1%	-9%&-6%	-5%
HCMV inh	-23	?	162	-7	0	?	12	.
